Bioassay records (PubChem BioAssay)
3CLpro inhibitor: SARS-CoV 3CLpro protease inhibition; P0C6X7; recombinant SARS-CoV 3CLpro, quenched FRET peptide cleavage; inhibition, % at 6 µM; actives 0.14% (n = 290,000); in the data active = inhibition above about 12%
SSB-PriA inh: K. pneumoniae PriA-SSBct interaction inhibition; inhibition, % at 33 µM; AlphaScreen SSBct-PriA binding, biotinylated peptide; AID 1272365; actives 0.6% (n = 430,000); in the data active = inhibition mostly above about 37%, no sharp cut-off; inactive = mostly below about 20%;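 also: plate controls were negative control peptide for no effect and reference peptide for full effect; strong numbers were not always called active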
BoNT-A LC inh2: BoNT A light chain protease inhibition; inhibition, % at 10 µM; actives 0.17% (n = 360,000); AID 588499; multiplex microsphere protease substrate cleavage, flow cytometry; also: plate controls were buffer without enzyme for full effect and enzyme alone for no effect
CCHFV vOTU inh: CCHFV vOTU protease inhibition | inhibition, % at 11.5 µM | Pep-AMC fluorescence | actives 0.55% (n = 370,000); in the data active = inhibition above about 30%; also: 0% = vehicle wells with enzyme and 100% = no enzyme wells
MazEF act: increases E. coli MazEF RNase cleavage of RNA | P0AE70 | FAM/BHQ RNA-DNA oligo cleavage fluorescence, 5 h | activation, % at 20 µM | actives 0.32% (n = 350,000) | AID 504720; in the data active = activation above about 50%
Target sequence (P0AE70 whole entry, looked up): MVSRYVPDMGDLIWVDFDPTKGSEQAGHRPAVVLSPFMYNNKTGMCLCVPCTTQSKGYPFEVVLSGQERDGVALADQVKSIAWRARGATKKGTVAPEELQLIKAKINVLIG
DUSP3 inh: blocks human VHR1 dual specificity phosphatase; AID 1654; recombinant VHR phosphatase, pNPP absorbance; actives 0.52% (n = 290,000); P51452; inhibition, % at 13.3 µM; in the data active = inhibition above about 50%; also: some compounds called inactive have numbers as strong as hits
BoNT-F LC inh: inhibitors of Botulinum neurotoxin F light chain protease; Multiplex microsphere protease cleavage assay, flow cytometry; inhibition, % at 10 µM; actives 0.22% (n = 360,000); in the data active = inhibition above about 35%, passing the limit was not always enough; inconclusive = no clear call, values can overlap the other calls; also: plate controls were buffer without enzyme for full effect and enzyme alone for no effect
PrPC TRFRET: cell surface PrPC inhibition, primary TR-FRET screen. P04156. TR-FRET read-out. inhibition, % at 13.8 µM. actives 0.43% (n = 370,000). AID 720596; in the data active = inhibition above about 24%; also: 0% = median of the test wells and 100% = reference compound wells
Rv3671c inh: inhibitors of M. tuberculosis serine protease Rv3671c | P9WHR9 | inhibition, % at 5.96 µM | actives 0.048% (n = 320,000) | AID 2606; in the data active = inhibition above about 38%;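 also: extracellular domain of Rv3671c used as enzyme; 0% = enzyme with DMSO and 100% = no enzyme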
Anthrax LF prot: anthrax lethal factor protease inhibition | P15917 | multiplex microsphere protease cleavage assay, LF | inhibition, % at 10 µM | actives 0.12% (n = 360,000) | AID 588501; also: plate controls were buffer without enzyme for full effect and enzyme alone for no effect
Target sequence (P15917 whole entry, looked up): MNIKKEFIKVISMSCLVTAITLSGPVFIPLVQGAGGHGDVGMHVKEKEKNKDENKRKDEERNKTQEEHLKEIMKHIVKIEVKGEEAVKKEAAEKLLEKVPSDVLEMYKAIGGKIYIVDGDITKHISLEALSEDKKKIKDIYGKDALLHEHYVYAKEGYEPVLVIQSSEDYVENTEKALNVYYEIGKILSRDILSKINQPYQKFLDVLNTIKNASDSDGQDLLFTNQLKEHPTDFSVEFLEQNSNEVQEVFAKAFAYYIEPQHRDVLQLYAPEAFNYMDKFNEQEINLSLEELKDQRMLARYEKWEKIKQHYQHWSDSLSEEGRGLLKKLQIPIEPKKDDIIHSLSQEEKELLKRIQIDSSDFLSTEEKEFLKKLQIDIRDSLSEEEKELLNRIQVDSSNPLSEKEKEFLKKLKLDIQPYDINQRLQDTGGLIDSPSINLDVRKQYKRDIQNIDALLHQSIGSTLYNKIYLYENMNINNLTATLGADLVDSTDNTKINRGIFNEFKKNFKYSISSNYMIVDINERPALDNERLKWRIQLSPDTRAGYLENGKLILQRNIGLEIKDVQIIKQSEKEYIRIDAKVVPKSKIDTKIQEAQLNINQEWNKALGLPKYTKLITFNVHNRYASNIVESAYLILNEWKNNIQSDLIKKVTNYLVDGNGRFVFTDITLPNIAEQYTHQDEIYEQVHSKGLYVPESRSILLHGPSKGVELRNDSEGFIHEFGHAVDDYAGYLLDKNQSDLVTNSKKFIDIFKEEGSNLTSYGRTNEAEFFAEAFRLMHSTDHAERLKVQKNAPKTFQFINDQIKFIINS
* hit, by the source's call; ? = inconclusive; · = no result given. Rule as the data show it, unless noted: active = inhibition above about 30%; inconclusive = no clear call, values can overlap the other calls; inactive = below that. This is a subset. The share of hits here may be higher or lower than overall.

Every second line gives: 3CLpro inhibitor	SSB-PriA inh	BoNT-A LC inh2	CCHFV vOTU inh	MazEF act	DUSP3 inh	BoNT-F LC inh	PrPC TRFRET	Rv3671c inh	Anthrax LF prot
> CCN(CC(=O)Nc1ccccc1OC)CC(=O)Nc1sccc1C#N
 : 0	6	0.0	-1	6	13	0	-1	0	1
> O=C(NCc1cccnc1)C(=O)Nc1nc(C23CC4CC(CC(C4)C2)C3)cs1
 : 1	3	0.6	7	-1	0	-3	3	-11	1
> CC(C)(C)NC(=O)C(c1ccc(O)cc1)N(C(=O)Cn1nnc(-c2ccc(F)cc2)n1)c1ccccc1F (centres undefined)
 : 5	-6	-0.7	-1	1	10	-5	4	-5	-4
> CN1C(=O)C(O)(CC(=O)c2cccs2)c2ccccc21 (centres undefined)
 : -1	2	-0.7	-1	1	19	-7	-6	4	-1
> OC1CCCN(c2c3c(nc4cc(-c5cccc(F)c5)nn24)CCCC3)C1 (centres undefined)
 : -6	-12	0.6	-6	4	26	-3	-5	-11	-1
> CC1C(c2ccccc2)=NNc2nc3c(c(=O)n(C)c(=O)n3C)n21 (centres undefined)
 : 2	-6	·	·	3	15	·	·	3	·
> N#CCCn1cc(C(=O)O)c(-c2ccc3ccccc3c2)n1
 : 0	-6	·	2	6	14	·	6	-3	·
> COCC1CCCN(C(=O)c2ccc(OC3CCN(Cc4ccccn4)CC3)cc2)C1 (centres undefined)
 : -3	-8	-0.6	5	1	14	-6	-6	-3	-7
> Cc1cccc(C)c1NC(=O)CNC(=O)c1ccc(N2CCOCC2)c([N+](=O)[O-])c1
 : ·	·	-0.6	-5	1	·	-8	-13	·	-3
> CCCCNC(=O)CSc1nnc(NC(C)=O)s1
 : -2	-6	·	-8	1	26	·	-1	-3	·
> COc1ccc(N(C)C(=O)c2ccc3nc(-c4ccccc4)c(-c4ccccc4)nc3c2)cc1
 : -2	15	0.2	4	-1	20	1	3	-16	-1
> COc1cccc(CN(C)C(=O)c2ccc(S(=O)(=O)Nc3cccc(C)c3C)cc2)c1OC
 : ·	·	-0.2	26	4	·	-4	-2	·	-12
> COc1cc(Cl)ccc1OCc1cc(C(=O)N[C@H]2CCCCNC2=O)no1
 : -2	-11	4.9	8	5	14	-2	-1	3	3
> CCC1CCCCN1C(=O)CCCOc1ccccc1 (centres undefined)
 : -5	-37	1.5	4	-2	22	19	-5	-4	1
> CC(=O)NCc1ccc(C(=O)CN2C(=O)NC3(CCCCC3C)C2=O)s1 (centres undefined)
 : ·	-2	0.3	-6	4	·	-3	3	·	-8
> C=CCSc1[nH]c(=O)cc(C)c1C(N)=O
 : -3	-3	2.2	-1	5	-6	4	1	-3	-2
> CC(C)Oc1ccc(CN2CCC(n3nccc3NC(=O)C3CC3)CC2)cc1
 : 0	5	-0.6	-1	15	6	-4	-11	0	3
> CCC1(CC)NC(=O)N(CC(=O)N2CCN(S(=O)(=O)c3cccc(F)c3)CC2)C1=O
 : -3	-15	-0.3	-7	4	28	-3	8	-1	0
> Cc1ccc(C(=O)N2CCN(S(=O)(=O)c3ccccc3[N+](=O)[O-])CC2)o1
 : 10	-6	-0.2	7	0	17	-6	14	8	-4
> O=C(OCC(=O)c1ccc(Cl)s1)c1cncc(Br)c1
 : ·	3	1.7	3	-7	·	1	0	-12	4
> COc1ccc(Cl)cc1NC(=O)Nc1ccccc1C(N)=O
 : -3	-2	-1.5	9	3	27	-6	6	-5	-1
> CC(C)CNC(=O)/C=C/C=C/CCCCCC/C=C/c1ccc2c(c1)OCO2
 : ·	-8	-0.1	-1	-3	·	-1	8	4	4
> COc1ccc(-c2nnc(SCC(=O)N/N=C/c3ccccc3C(=O)O)n2-c2ccccc2)cc1
 : 9	·	0.0	4	-15	12	-5	18	5	-4
> CC(=O)Nc1ccc(OCC(O)CN2CCCCC2C)cc1 (centres undefined)
 : 1	-7	0.6	8	3	-3	-2	-2	-14	-3
> C=COCCn1c(C)c(C(C)=O)c2cc(O)ccc21
 : -1	-13	-0.9	7	-3	-11	-6	5	-2	-6
> CC1(c2nnnn2Cc2ccccc2)CCC(=O)N1Cc1cccc(C(F)(F)F)c1 (centres undefined)
 : ·	·	0.7	0	·	·	5	-9	·	-7
> O=c1[nH]nc(-c2n[nH]c(=O)o2)o1
 : ·	-17	0.4	6	-9	·	0	0	·	2
> O=C1NC[C@H](CCCCN2C[C@H](Cc3ccc(O)cc3)N(CCc3ccccc3)C(=O)C2=O)N(CCc2ccc(O)cc2)C1=O
 : ·	·	-0.7	4	·	·	1	-4	·	2
> COc1ccc(CC(=O)NCc2ccccc2)cc1OC
 : -1	-7	-0.6	5	7	19	?	1	·	-2
> Cc1nn(Cc2ccc([N+](=O)[O-])cc2)c(=O)n1-c1cccc(F)c1
 : -3	1	·	0	8	24	·	-7	-3	·

The last 4 compounds of the section before are carried over, then new ones follow:
Every second line gives: 3CLpro inhibitor	SSB-PriA inh	BoNT-A LC inh2	CCHFV vOTU inh	MazEF act	DUSP3 inh	BoNT-F LC inh	PrPC TRFRET	Rv3671c inh	Anthrax LF prot
> O=c1[nH]nc(-c2n[nH]c(=O)o2)o1
 : ·	-17	0.4	6	-9	·	0	0	·	2
> O=C1NC[C@H](CCCCN2C[C@H](Cc3ccc(O)cc3)N(CCc3ccccc3)C(=O)C2=O)N(CCc2ccc(O)cc2)C1=O
 : ·	·	-0.7	4	·	·	1	-4	·	2
> COc1ccc(CC(=O)NCc2ccccc2)cc1OC
 : -1	-7	-0.6	5	7	19	?	1	·	-2
> Cc1nn(Cc2ccc([N+](=O)[O-])cc2)c(=O)n1-c1cccc(F)c1
 : -3	1	·	0	8	24	·	-7	-3	·
> O=C(CNC(=O)c1ccc(F)cc1)NCc1ccc(Cl)cc1
 : 2	-3	-10	-3	0	-29	?	4	6	-4
> COc1cc(C2C(C#N)=C(N)OC3=C2C(=O)CC(C)(C)C3)ccc1OC(=O)N1CCOCC1 (centres undefined)
 : 0	-14	-0.6	11	1	-2	13	2	-2	-1
> CCOC(=O)N1CCN(C(=O)CN(c2ccccc2OC)S(=O)(=O)c2ccc(C)cc2)CC1
 : 3	-7	0.1	-7	-1	5	-16	1	2	-2
> O=C(CS(=O)(=O)Cc1ccccc1)c1ccccc1
 : ·	·	0.1	-3	9	·	0	7	·	-2
> Cc1ccc(NCc2nnc(SC(C)C(=O)N/N=C/c3ccc(C)o3)n2-c2ccccc2)cc1 (centres undefined)
 : -1	·	-0.4	-1	-9	33	-3	-4	4	-1
> O=c1c2c(nc3n1CCCCC3)sc1c(O)c(Br)ccc12
 : 0	-3	1.4	-5	2	5	10	-1	-9	-2
> COc1ccc(O)c(/C=C(\C#N)C(=O)Nc2cccnc2)c1
 : 2	7	0.1	-25	-4	-8	0	-7	-9	0
> Oc1c(Br)cc(Cl)cc1C=Nc1ccccc1Br
 : -2	-11	1.4	5	10	-14	1	0	5	0
> Cc1cccc(C)c1OCCCN1CCCC1
 : -5	4	-0.3	-2	2	23	5	4	-6	-3
> COC(=O)C1Sc2[nH]c(=O)sc2C(c2ccc(Cl)cc2)C1C(=O)OC (centres undefined)
 : 1	-10	-0.4	-3	1	9	2	8	6	-4
> Cc1cccc(CN2C[C@]34CC[C@@H](C[C@@H]3S2(=O)=O)O4)c1
 : ·	-11	-0.4	-7	2	18	-4	-6	-3	-8
> COc1cc(C(C)=O)ccc1OC(=O)C(C)N1C(=O)c2ccccc2C1=O (centres undefined)
 : 9	-5	0.1	0	-3	-8	3	4	1	0
> CCOc1ccc(Nc2nc(N3CCCCC3)nc(N3CCCCC3)n2)cc1
 : 0	-7	-1.6	-8	-1	23	-14	1	5	-6
> CC1CC(=O)N(CC(=O)N2CCCC2)c2ccccc2S1 (centres undefined)
 : -3	-9	-0.8	·	0	-9	-6	·	-8	-1
> CC(C)c1ccc(S(=O)(=O)N2CCC(C(=O)NCC3(N(C)C)CCCCC3)CC2)cc1
 : 3	0	1.4	-7	14	2	9	-5	-7	-1
> O=C(c1cnn2c(C(F)F)cc(C3CC3)nc12)N1CCOCC1
 : -4	-14	0.1	17	14	0	0	-3	13	1
> COc1nc(Nc2nc3ccccc3c(=O)[nH]2)nc2ccc(C)cc12
 : 7	-5	-0.4	1	33	63	-5	7	-7	-4
> CCCC(c1nnnn1CC1CCCO1)N1CCN(c2nc3ccccc3s2)CC1 (centres undefined)
 : 3	-12	0.6	20	1	4	8	0	-1	0
> CCN1CNC(=S)N(c2ccccc2C)C1
 : 6	-6	-3.5	-1	5	13	11	3	2	-3
> O=C(NCCc1c[nH]c2ccccc12)C(F)(F)F
 : 1	-2	1.0	3	7	-3	19	-5	4	6
> O=C(O)CN1C(=O)/C(=C\C(Br)=C\c2ccccc2)SC1=S
 : 5	-6	1.3	7	9	24	1	-1	4	1
> O=C(NCc1cccs1)C12CC3CC(CC(C3)C1)C2
 : 3	-9	-1.0	0	-2	-2	1	-3	0	-1
> Nn1c(SCc2ccc(F)cc2)nnc1-c1ccncc1
 : 2	-12	7.7	0	-8	4	55*	3	0	?
> O=C1N[C@@H](Cc2c[nH]c3ccccc23)COC(=O)[C@@H](Cc2ccc(F)cc2)C/C=C\C[C@H]1CC(=O)N(CCO)Cc1ccccc1
 : ·	1	-0.1	12	-10	·	7	0	1	0
> CCOc1cc(/C=C/C(=O)c2ccc(C)cc2)ccc1OCC(=O)N(C)C
 : 3	-6	-1.8	10	-10	-2	-10	12	0	-3
> COC(=O)C1=C(C)NC(=O)C1(Nc1ccc(Cl)cn1)C(F)(F)F (centres undefined)
 : -1	8	1.0	-14	-2	-20	0	-2	0	0
> Cc1ccc(-n2cc(CNCCN3CCOC3=O)c(-c3ccc(F)cc3)n2)cc1
 : 6	-16	-1.3	-6	14	4	-11	-7	3	-2

Fetched by compound from the entries so far (3):
Every second line gives: 3CLpro inhibitor	SSB-PriA inh	BoNT-A LC inh2	CCHFV vOTU inh	MazEF act	DUSP3 inh	BoNT-F LC inh	PrPC TRFRET	Rv3671c inh	Anthrax LF prot
> O=C1NC[C@H](CCCCN2C[C@H](Cc3ccc(O)cc3)N(CCc3ccccc3)C(=O)C2=O)N(CCc2ccc(O)cc2)C1=O
 : ·	·	-0.7	4	·	·	1	-4	·	2
> O=C1N[C@@H](Cc2c[nH]c3ccccc23)COC(=O)[C@@H](Cc2ccc(F)cc2)C/C=C\C[C@H]1CC(=O)N(CCO)Cc1ccccc1
 : ·	1	-0.1	12	-10	·	7	0	1	0
> Cc1cccc(C)c1OCCCN1CCCC1
 : -5	4	-0.3	-2	2	23	5	4	-6	-3
